ARFGAP1 inhibitor – inhibitors of rat ARFGAP1 GAP activity, primary screen, biochemical, fluorescence polarization, GDP tracer; inhibition, % at 16.5 µM; Arfgap1-stimulated ARF1 GTP hydrolysis, GDP FP detection; 360,000 compounds, 0.26% hits; ADP-ribosylation factor GTPase-activating protein 1 (Rattus norvegicus), Q62848;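 active means inhibition above a per-plate limit, mean inhibition of low control wells plus 3 SD, cut at about 25% in these data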;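 further: 0% = DMSO wells with enzyme and 100% = wells lacking Arfgap1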
Target sequence (Q62848 1-136 limits assumed): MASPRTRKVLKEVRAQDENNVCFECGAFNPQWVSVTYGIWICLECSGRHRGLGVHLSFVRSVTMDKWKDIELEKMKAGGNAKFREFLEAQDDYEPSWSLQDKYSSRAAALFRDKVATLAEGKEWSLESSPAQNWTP
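Assay system: purified rat His6-Arfgap1 residues 1-136 (GAP domain); Reagent: human Δ17 ARF1 bound to GTP; Dosing: 16.5 µM single point, 1.26% DMSO; Times: GTP hydrolysis reaction 2 h at 25 °C; Signal: FP, GDP Alexa 633 tracer displaced from anti-GDP antibody, 620/688 nm; Measure: % inhibition from polarization.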
ASAP1 inh – inhibitors of human ASAP1 ArfGAP activity, primary screen, biochemical, fluorescence polarization; Arf-GAP with SH3 domain, ANK repeat and PH domain-containing protein 1 (Homo sapiens), …; ASAP1-stimulated ARF1 GTP hydrolysis, GDP FP detection; inhibition, % at 16.5 µM; 360,000 compounds, 0.19% hits; AID 624377, 2012; in the data active means inhibition above about 25%;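 further: 0% = vehicle with enzyme and substrate and 100% = no enzyme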
Target sequence (Q9ULH1 325-724 limits assumed): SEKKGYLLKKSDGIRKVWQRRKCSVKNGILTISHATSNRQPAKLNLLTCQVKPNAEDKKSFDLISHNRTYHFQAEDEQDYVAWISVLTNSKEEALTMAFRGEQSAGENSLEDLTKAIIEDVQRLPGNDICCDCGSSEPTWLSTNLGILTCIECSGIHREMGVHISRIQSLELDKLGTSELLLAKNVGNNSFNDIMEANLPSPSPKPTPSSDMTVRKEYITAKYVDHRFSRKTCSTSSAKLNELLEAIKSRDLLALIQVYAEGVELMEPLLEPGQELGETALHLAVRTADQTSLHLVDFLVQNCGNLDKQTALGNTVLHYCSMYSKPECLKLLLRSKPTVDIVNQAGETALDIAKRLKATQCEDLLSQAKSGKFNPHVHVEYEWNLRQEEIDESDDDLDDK
PLCg1 inh – PLC-gamma1 enzyme inhibitors, primary screen, biochemical, fluorescence, purified enzyme. 1-phosphatidylinositol 4,5-bisphosphate phosphodiesterase gamma-1 (Homo sapiens), P19174. fluorogenic substrate. inhibition, % at 12.2 µM. 370,000 compounds, 0.84% hits; in the data active means inhibition above about 9.5%
proKLK7 act – proKLK7 zymogen activators, primary screen, biochemical, fluorescence intensity; Kallikrein-7 (Homo sapiens), P49862; purified proKLK7, EDANS-DABCYL substrate fluorescence; 100% is mature enzyme control, 0% vehicle; activation, % at 7 µM; 370,000 compounds, 0.9% hits; AID 652039, 2013;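 active means activation above the mean of all tested compounds plus 3 SD, computed per campaign excluding outliers beyond control limits, cut at about 13% in these data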
DDE Tn6 FP inh – inhibitors of Tn6 peptide binding to fibrin DD(E), primary screen, biochemical, fluorescence polarization, human fibrin, Tn6 probe; Fibrinogen beta chain (Homo sapiens), P02675; Fibrin DD(E) TRITC-Tn6 fluorescence polarization displacement; inhibition, % at 8.3 µM; 370,000 compounds, 0.21% hits; AID 720509, 2013;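 active means inhibition above a per-campaign cutoff: mean of compounds within control limits plus 3 SD, cut at about 15% in these data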;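 further: 0% = median of all compound wells on the plate and 100% = blocking peptide control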
ADAM17 inh – ADAM17 inhibitors, primary screen, biochemical, QFRET | recombinant ADAM17, EDANS/DABCYL FRET peptide cleavage | inhibition, % at 6.95 µM | 370,000 compounds, 0.83% hits | AID 720648, 2013;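 active means inhibition above the mean of compounds lying between control limits plus 3 SD, set per campaign, cut at about 8.5% in these data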;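 further: 0% = DMSO-only wells as the low control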
TDP2 absorb – human TDP2 enzyme inhibitors, primary screen, biochemical, epi absorbance, recombinant enzyme. Tyrosyl-DNA phosphodiesterase 2 (Homo sapiens), O95551. T5PNP hydrolysis, p-nitrophenol absorbance 415 nm. inhibition, % at 12.8 µM. 370,000 compounds, 0.34% hits. AID 720702, 2013;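 active means inhibition above the mean of all tested compounds plus 3 SD, set per campaign, cut at about 25% in these data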;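 further: 0% = DMSO with enzyme and 100% = buffer with substrate but no TDP2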
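Evaluation: % inhibition relative to enzyme-containing and enzyme-free wells. Material: recombinant human TDP2. Benchmarks: enzyme-free and DMSO wells. Timing: enzyme reaction with compound for 2 h at 37 °C. Compound dosing: 12.8 µM only. Measured by: p-Nitrophenol epi absorbance. Reagent: T5PNP substrate at 5 mM, a TopII-DNA adduct mimic. Replication: single well per compound.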
LEDGF integ inh – blockers of LEDGF/p75-dependent integrase strand transfer – biochemical, TR-FRET, high throughput, primary screen; HIV-1 integrase (with human LEDGF/p75); AID 743269, 2014; 370,000 compounds, 0.64% hits; TR-FRET IN-LEDGF/p75 DNA integration, Eu/Cy5; inhibition, % at 3.7 µM;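 active means inhibition above the screen-wide mean plus 3 SD, cut at about 13% in these data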;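 further: signal is the Cy5 over europium emission ratio at 671 and 618 nm; 0% = plate median of compound wells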
Tn7 DDE FP – inhibitors of Tn7 peptide binding to fibrin DD(E), primary screen, biochemical, fluorescence polarization, human fibrin, Tn7 probe; AID 720508, 2013; FP displacement of FITC-Tn7 peptide from fibrin DD(E); 0% = median of compound wells per plate; Fibrinogen beta chain (Homo sapiens), P02675; inhibition, % at 8.3 µM; 370,000 compounds, 0.13% hits;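 active means inhibition above the mean of compounds falling within the control limits plus 3 SD of them, cut at about 14% in these data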;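 further: 0% = plate median of compound wells and 100% = 10 µM Aha-Tn7 peptide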
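Assay system: Human fibrin DD(E) protein | Medium: Tris buffer with calcium and detergent, pH 7.8 | Reagent: 0.1 µM fluorescent Tn7 | Compound dosing: Single point at 8.3 µM | Times: 10 min preincubation, 3 h with tracer, room temperature | Detection: Fluorescence polarization of the labelled Tn7 tracer | Controls: Aha-Tn7 high control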
ADAM10 inh – human ADAM10 inhibitors, primary screen, biochemical, QFRET, HTS; Disintegrin and metalloproteinase domain-containing protein 10 (Homo sapiens), O14672; 370,000 compounds, 0.62% hits; inhibition, % at 7 µM; recombinant ADAM10, EDANS/DABCYL FRET peptide cleavage, 3 h; AID 720582, 2013;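 active means inhibition above a per-campaign cutoff equal to the mean of compounds falling between control-based bounds plus 3 SD, cut at about 20% in these data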;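 further: 0% = DMSO wells while the 100% control is not disclosed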
Target sequence (O14672 214-748 limits assumed): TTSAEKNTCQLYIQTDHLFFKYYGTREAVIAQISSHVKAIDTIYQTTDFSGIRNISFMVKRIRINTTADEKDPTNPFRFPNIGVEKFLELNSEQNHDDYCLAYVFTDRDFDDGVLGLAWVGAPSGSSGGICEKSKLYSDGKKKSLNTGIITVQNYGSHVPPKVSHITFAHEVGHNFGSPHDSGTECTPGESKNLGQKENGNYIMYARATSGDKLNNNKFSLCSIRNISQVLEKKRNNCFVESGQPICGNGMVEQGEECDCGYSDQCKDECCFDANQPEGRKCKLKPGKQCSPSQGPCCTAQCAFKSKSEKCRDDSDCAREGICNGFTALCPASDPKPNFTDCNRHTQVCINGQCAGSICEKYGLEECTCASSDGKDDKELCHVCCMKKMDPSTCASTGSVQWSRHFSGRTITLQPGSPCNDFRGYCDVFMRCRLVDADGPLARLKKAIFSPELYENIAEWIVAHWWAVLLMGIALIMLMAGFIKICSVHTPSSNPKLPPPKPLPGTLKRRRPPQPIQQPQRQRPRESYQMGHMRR
Numbers without * were called inactive; i = inactive; nt = no result given; & = joins results of further samples.

entry	SMILES	ARFGAP1 inhibitor	ASAP1 inh	PLCg1 inh	proKLK7 act	DDE Tn6 FP inh	ADAM17 inh	TDP2 absorb	LEDGF integ inh	Tn7 DDE FP	ADAM10 inh
1	CS(=O)(=O)N1CCN(c2ccccc2F)CC1	2	14	0	-0.1	-4	-1	2	-1	-2	3
2	Clc1ccc2[nH]c(-c3ccccc3)cc2c1	20	10	-22	-0.7	-11	-13	-8	-3	0	-44
3	CCOC(=O)C1CCCCN1Cc1cc(Cl)ccc1O (stereo not drawn)	4	5	-1	0.6	-1	-4	3	1	0	-2
4	O=C(O)CCN1C(=O)c2ccc(NC(=O)c3ccco3)cc2C1=O	5	-7	-71	-9.8	-9	-24	-13	2	-4	-75
5	O=C(O)c1ccc(COc2ccccc2/C=C2\NC(=O)N(Cc3ccc(F)cc3)C2=O)cc1	2	9	-5	0.1	4	0	9	0	-8	-3
6	CC1(C)CC(NC(=O)c2cc(S(=O)(=O)N3CCOCC3)ccc2Cl)CC(C)(C)N1	11	4	-3	0.8	3	0	-3	4	-1	-2
7	CCC(C)NC(=O)CO/N=C/c1ccccc1OC(F)F (stereo not drawn)	3	2	6	-1.0	2	-4	-7	-4	7	10
8	OCCN(CCO)CC(O)COc1ccc(Br)cc1 (stereo not drawn)	-9&-10	-9&-8	5&-1	0.2&0.6	7&2	-6&-2	-16&4	9&8	-2&-3	7&6
9	Cc1cccc(C(C)C)c1NC(=O)COC(=O)c1cccc(S(=O)(=O)N2CCc3ccccc3C2)c1	0	-11	0	-0.1	-3	-1	0	-1	2	-1
10	S=C(c1ccccc1)N1CCN(c2ccccc2)CC1	1	-5	0	0.7	3	1	-4	-3	6	-4
11	Cc1n(CC(O)COCc2ccccc2)c2ccccc2[n+]1C (stereo not drawn)	9	8	6	0.5	1	-4	0	2	5	0
12	Cc1ccc(/C=C/c2nnc(-c3cccc(C)c3)o2)cc1	11	6	7	-0.8	-2	-9	-5	1	0	-6
13	Cn1c(=O)c2c(nc(N/N=C/c3cccnc3)n2Cc2ccccc2)n(C)c1=O	-2	-10	-21	0.3	-3	4	0	1	-2	4
14	O=C(O)C1CCCN1c1ncnc2c1oc1ccccc12 (stereo not drawn)	15	7	-3	-0.5	2	-7	4	0	1	-3
15	Cc1noc(C)c1C(=O)Nc1sc2c(c1C(N)=O)CCC2	4	1	-8	0.8	-7	-1	4	0	3	-5
16	Cc1ccc(/C=N/n2c(-c3ccncc3)n[nH]c2=S)cc1	9	5	0	-0.2	0	-3	-9	-2	2	3
17	Nc1c(C(=O)c2cccs2)sc2nsc(SCCN3CCCCC3)c12	2	3	-190	1.0	-7	-2	-13	2	-1	3
18	Cc1ccc(C(=O)O/N=C/c2c(C)nn(C)c2Cl)cc1	4	27*	-1	-0.3	6	-4	1	0	-8	-13
19	Clc1ccccc1Cc1noc(CN2CCCCC2CCc2ccccn2)n1 (stereo not drawn)	-16	8	-1	0.4	5	-5	3	0	5	-5
20	Cc1cccc(C)c1NC(=O)C(C1CC1)n1c(-c2ccc(-c3ccccc3)cc2)nc2ccccc21 (stereo not drawn)	-1	15	-31	-5.8	-6	-7	0	-4	3	-26
21	CC1CC(C)CN(S(=O)(=O)c2ccccc2[N+](=O)[O-])C1 (stereo not drawn)	-1	-11	4	0.1	-1	0	0	-4	1	5
22	Cc1ccc(C(=O)OCC(=O)Nc2cccc(S(=O)(=O)N3CCCCC3)c2)s1	4	-2	2	0.4	1	1	-4	-2	1	10
23	Clc1c(CSc2nc3ccccc3o2)nc2ccccn12	1	1	1	0.5	7	-4	-2	4	-1	-5
24	O=C(CNS(=O)(=O)c1ccccc1)N/N=C/c1ccncc1	1	5	-1	-0.2	6	0	11	0	1	-8
25	O=C(O)CC1(C(=O)O)CCCC1	7	5	0	0.0	1	0	5	-6	3	-15
26	Cc1cnc(C(=O)Nc2ccccc2-c2ccc(C)o2)cn1	5	0	-12	0.3	6	-1	5	4	-2	-6
27	Cc1coc2c1c(C)cc1oc(=O)c(CC(=O)NCC(=O)N[C@H](C(=O)O)C(C)C)c(C)c12	-7	-11	i	21*	6	-346	7	0	3	i
28	CC1(c2ccc(Cl)cc2)NC(=O)N(CC(=O)N2CCc3ccccc32)C1=O (stereo not drawn)	9	-8	-1	-0.1	7	0	4	0	1	3
29	Cc1c(C(=O)NN)[nH]c2ccc([N+](=O)[O-])cc12	-5	4	1	-0.1	-9	0	6	0	3	3
30	Nc1ncnc2c1ncn2[C@@H]1O[C@H](C(=O)NCCCN2CCCC2=O)[C@@H](O)[C@H]1O	-3	10	3	-0.2	6	-1	3	5	-4	2
31	O=C(NC1CCCC1)c1cc2c(=O)n3ccccc3nc2s1	4	3	i	61*	4	i	-9	-2	4	i
32	C[C@H](CO)N1C[C@H](C)[C@@H](CN(C)Cc2ccc(C(=O)O)cc2)Oc2c(NS(=O)(=O)c3ccccc3)cccc2C1=O	8	6	1	-0.2	1	0	6	-1	-8	5
33	CCc1ccc(-c2cnc3nc[nH]c(=O)c3n2)cc1	-2	-4	i	15*	-1	-411	11	0	1	i
34	CCOc1cccc(C(=O)Nc2nnc(-c3ccco3)s2)c1	11	-2	-72	0.0	-4	-6	-8	-5	1	-24
35	Cc1cccc(N2CCN(c3ccc(N4C(=O)CCCC4=O)cc3[N+](=O)[O-])CC2)c1C	-5	20	1	0.1	-1	14*	1	4	-4	2
36	COc1ccc2[nH]c3c(c2c1)CCN1C(=O)C(CC(=O)NCCN2CCOCC2)C[C@H](C(=O)N2CCOCC2)[C@@]31C (stereo partly drawn)	-1	3	2	0.0	-5	-4	-5	-3	-2	-9
37	Cc1ccc(S(=O)(=O)N2CCC(C(=O)Nc3cccnc3)CC2)cc1	-13	-19	4	-0.4	3	2	2	-3	-7	-13
38	Cc1cc2ccccc2nc1SCC(=O)N1CCCC1	-4	16	2	-0.1	7	3	-13	-3	-6	-2
39	CCc1ccc(CCNC(=O)OC2CC3CC2[C@H]2CCCCN2C3)cc1 (stereo partly drawn)	nt	nt	1	-0.4	5	2	4	2	-3	-2
40	O=C(C[n+]1cccc(NC(=O)c2ccccc2)c1)c1cccc([N+](=O)[O-])c1	11	-5	-2	0.1	2	-1	3	5	8	-3
41	COc1ccc(Oc2cccc(Cl)c2CNC(=O)CCC(=O)O)cc1	6	3	4	-0.2	4	1	11	2	2	4
42	Cc1c(S(=O)(=O)N2CCCC(C(=O)O)C2)cnn1C (stereo not drawn)	-7	1	-1	0.1	-2	1	-9	-3	0	0
43	CCOc1ccc(NC(=S)NN(C)C(=S)Nc2ccc(OCC)cc2)cc1	3	-1	3	0.3	-3	6	5	-4	-1	13
44	CC(C)CN(C(=O)COC(=O)Cc1ccc(Cl)cc1)c1c(N)n(Cc2ccccc2)c(=O)[nH]c1=O	9	3	1	-0.1	-2	1	-4	-1	8	-16
45	COCCCNC(=O)/C(C#N)=c1\s/c(=C\c2ccccc2OC(F)F)c(=O)n1CCCOC	4	-2	-1	0.0	1	-1	-5	-4	-5	-104
46	O=C(NCc1ccc(F)cc1)c1noc2c1CCCCC2	10	6	2	-0.4	1	-1	7	1	-2	-6
47	O=C(COc1ccccc1Cl)Nc1ccc(N2CCCC2)cc1	3	-8	3	0.2	10	0	9	1	-2	13
48	COC(=O)c1sc(-c2cccs2)cc1NC(=O)/C=C/C(=O)O	-11	-10	-60	-1.0	4	-45	7	0	0	-109
49	CCCn1c(CCC(=O)O)ccc1-c1ccc(OC)cc1	2	-1	-75	1.6	2	-61	-4	6	-11	-187
50	CCOC(=O)CSc1nc(-c2ccncc2)ccc1C#N	0	-6	-260	4.6	-1	-29	2	-1	4	-75
51	COc1ccc(-c2nnsc2N2C(=O)c3ccccc3C2=O)cc1	-3	-4	-3	0.2	-3	-4	6	-7	1	-1
52	CC1(C)NC(=O)N(CC(=O)N2CCCC(C(F)(F)F)C2)C1=O (stereo not drawn)	-3	-5	2	0.5	13	-4	-14	-3	-5	-5
53	CCc1cc(CNC(=O)CC2C(=O)NCCN2Cc2c(F)cccc2Cl)on1 (stereo not drawn)	6	-10	-3	-0.5	2	0	0	-1	-1	-11
54	COCC(=O)N/N=C/c1c(C)[nH]n(-c2ccccc2)c1=O	-8	0	0	0.2	-5	0	32*	4	0	-1
55	COc1ccc(Cl)cc1C(=O)CSc1nnnn1C	1	10	0	0.0	-3	0	8	6	3	2
56	O=C(COC(=O)c1ccccc1F)Nc1cccnc1Cl	2	-4	1	-0.1	2	-1	0	1	1	-6
57	CCC(Oc1ccccc1)C(=O)N1CCN(CC)CC1 (stereo not drawn)	6	-19	3	-0.1	1	-2	6	2	-8	7
58	O=C(OCc1cc(Cl)ccc1OC(F)F)c1cc(S(=O)(=O)O)ccc1O	10	-1	-8	3.4	-3	-6	5	-3	-1	3
59	Cc1ccnc(NS(=O)(=O)c2ccc(NC(=O)c3ccc(Br)o3)cc2)n1	-1	10	0	0.0	9	-3	-2	-2	2	-6
60	COC(=O)C(CC(=O)Nc1cc(C)ccc1C)Nc1ccccc1OC (stereo not drawn)	-2	0	-3	0.7	5	-2	-13	-4	-4	-10

Screening data from PubChem BioAssay.
